Menin-MLL TR inh – inhibitors of human menin-MLL interaction, mutant MLL peptide. O00255. Menin + Texas Red MLL mutant peptide, fluorescence polarization. Potency, µM (series often up to 61.6 µM), inactives show top-dose FP activity change, negative = inhibition, usual class: inhibitors. 270,000 tested, 0.23% active; active = well fitted inhibition curve with a large enough effect in the polarisation, with a control signal flat, not every such curve was filed as active; inconclusive = small, poorly fitted or top-dose-only effect, or effect the other way, or a change in a side signal; inactive = no such curve, though single readings can be large or run the other way; the % refers to the polarisation; also: potency is read from the fitted curve at half-maximal effect; % of control where 0% means no effect; many of its hits are not listed in these tables
TRPV1 agonist – human TRPV1 agonism | Q8NER1 | TRPV1-expressing cells, Fluo-8 calcium influx, agonist mode | activation, % at 8.33 µM | 320,000 tested, 0.19% active; in the data active = activation above about 80%; inconclusive = between about 30% and that limit; also: 0% is about no effect
Target sequence (Q8NER1 whole entry, looked up): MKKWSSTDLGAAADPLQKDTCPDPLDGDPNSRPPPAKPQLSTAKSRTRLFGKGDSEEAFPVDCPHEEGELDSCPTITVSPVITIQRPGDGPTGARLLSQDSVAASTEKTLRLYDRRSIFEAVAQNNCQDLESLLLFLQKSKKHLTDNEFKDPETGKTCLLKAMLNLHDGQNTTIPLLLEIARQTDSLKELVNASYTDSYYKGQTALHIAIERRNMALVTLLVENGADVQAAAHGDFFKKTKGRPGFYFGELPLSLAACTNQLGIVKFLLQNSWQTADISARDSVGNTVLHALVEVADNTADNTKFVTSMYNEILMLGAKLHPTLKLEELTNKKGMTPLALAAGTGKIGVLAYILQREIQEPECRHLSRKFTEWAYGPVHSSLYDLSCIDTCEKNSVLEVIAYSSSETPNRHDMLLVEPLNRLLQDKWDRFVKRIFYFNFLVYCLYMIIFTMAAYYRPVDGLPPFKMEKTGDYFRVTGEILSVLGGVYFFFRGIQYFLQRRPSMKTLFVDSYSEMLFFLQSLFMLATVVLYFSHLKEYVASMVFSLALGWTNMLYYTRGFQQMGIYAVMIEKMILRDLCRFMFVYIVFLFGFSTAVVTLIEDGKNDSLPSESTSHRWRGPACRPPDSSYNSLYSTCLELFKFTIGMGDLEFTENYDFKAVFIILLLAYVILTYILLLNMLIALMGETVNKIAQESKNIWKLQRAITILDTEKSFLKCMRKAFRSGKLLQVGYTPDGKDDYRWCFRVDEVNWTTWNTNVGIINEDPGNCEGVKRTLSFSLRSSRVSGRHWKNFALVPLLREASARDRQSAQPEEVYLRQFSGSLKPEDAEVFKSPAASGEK
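Fluo-8 calcium influx in TRPV1-expressing cells, kinetic read (ex 480/em 520 nm). Compound added and read 3 min for agonist activity, followed by capsaicin at EC20 final and 2 min further read for enhancement.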
CXXC DNA block – MLL CXXC-DNA interaction inhibition | MLL-CXXC / FITC-HOXA9 DNA fluorescence polarization | Potency, µM (doses to about 115 µM), for the others: at the highest dose activity change, negative = inhibition, most hits filed as inhibitors | 290,000 tested, 0.037% active | AID 2662; active = well fitted inhibition curve with a large enough effect in the polarisation, with a control signal flat, not every such curve was filed as active; inconclusive = small, poorly fitted or top-dose-only effect, or effect the other way, or a change in a side signal; inactive = no such curve, though single readings can be large or run the other way; the % refers to the polarisation; also: potency is read from the fitted curve at half-maximal effect
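Steps: dispense CXXC domain solution (7 uM) → pin compounds or unlabeled HOX-A9 DNA control → 5 min ambient → add FLSN-HOX-A9 solution (50 nM) → spin → 30 min ambient → fluorescence polarization. Tris pH 7.5/NaCl/DTT/BSA buffer.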
KCNH2 WT inh – KCNH2 (human, wildtype) channel inhibition | Q12809 | U2OS, BacMam KCNH2, thallium flux FluxOr; active compounds read low | activity change, % at 1.84 µM | 340,000 tested, 0.37% active | AID 720551;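 active = maximum activity change below -70%; inconclusive = maximum activity change between -70% and -50%; inactive = maximum activity change above -50%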; also: % is scaled to controls: 0 for no effect and ±100 for the full control effect
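U2OS cells were transduced with wild-type KCNH2 virus (2.03 x 10^8 / mL) for 4 h at room temperature, then cultured overnight at 37 C. Thallium flux was read with FluxOr dye. Rate constants were normalized to DMSO controls.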
USP2a inh – USP2a (human) protease inhibition | O75604 | USP2 core, Ub-CHOP2 coupled fluorogenic reporter, 485/531 | Potency, µM (doses to about 38.3 µM), for the others: at the top dose activity change, negative = inhibition, most hits filed as inhibitors | 330,000 tested, 0.01% active | AID 463254;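 also: potency is read from the fitted curve at half-maximal effect; plate controls were DMSO wells for no effect and full inhibition by NEM control for full effect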
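Cell-free coupled assay: 10nM USP2 core preincubated 30min RT with compound in Tris-HCl pH 8.0/CaCl2/CHAPS buffer, then 25nM Ub-CHOP2 and 25nM reporter substrate; fluorescence (Ex 485/Em 531) read after 60min RT, normalized to NEM inhibition, concentration-response curves fitted.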
FBPA coupling cs – coupling enzyme interference in Giardia aldolase counter-screen; coupling enzyme system counterscreen, AmpLite Red fluorescence; activity change, negative = inhibition, % at 58.2 µM, hits read low; 290,000 tested, 0.67% active; in the data active = activity change below about -30%; also: % is scaled to controls: 0 for no effect and ±100 for the full control effect
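First, compound is pin-transferred into glyceraldehyde-3-phosphate coupling-enzyme reagent at 57.5 uM final and held 10 min at RT. Next, substrate, coupling system and AmpLite Red are added. After 20 min RT, fluorescence (525/598 nm) is read.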
Giardia killer – Giardia lamblia killing; 340,000 tested, 0.15% active; activity change, % at 7.66 µM, hits read low; Giardia lamblia trophozoite viability; in the data active = activity change below about -80%; inconclusive = between about -30% and that limit;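 also: parasites exposed to compound for two days anaerobically before the ATP read; % is scaled to controls: 0 for no effect and ±100 for the full control effect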
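Giardia trophozoites, 100 cells per well, were exposed to compounds for 48 hrs at 37 deg C under anaerobic conditions; viability was then read as ATP content by bioluminescence after 15-30 min at room temperature.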
PKM2 act – increases activity of human pyruvate kinase M2 | 260,000 tested, 0.34% active | P14618 | AID 1631 | purified PKM2, Kinase-Glo ATP luminescence, activation; response scale: 0% is enzyme alone, no compound | Potency, µM (doses to about 57.5 µM), without a hit: top-dose activation, usual class: activators; also: potency is read from the fitted curve at half-maximal effect; % is scaled to controls: 0 for no effect and ±100 for the full control effect; nearly all actives have a fitted effect of over 55% in size
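Kinase-Glo luminescence reports ATP generated from ADP (0.1 mM) and PEP (0.5 mM) by purified hPK-M2 after 1 h at room temperature, pH 7.2 imidazole buffer; intermediate enzyme activity allows detecting inhibitors and activators.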
GALK inh – inhibitors of human galactokinase; P51570; Purified GALK, Kinase-Glo residual ATP luminescence; Potency, µM (series often up to 57.5 µM), for the others: at the top dose activity change, negative = inhibition, most hits filed as inhibitors; 270,000 tested, 0.007% active; AID 1868; also: potency is read from the fitted curve at half-maximal effect; % is scaled to controls: 0 for no effect and ±100 for the full control effect
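GALK at 5 nM final was combined with compound, 35 uM ATP and 100 uM galactose in HEPES pH8.0 with MgCl2 and DTT. The reaction ran one hour at room temperature before luminescent ATP detection.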
KCNH2 3.1 inh – inhibitors of human KCNH2 3.1 potassium channel isoform | U2OS KCNH2 3.1, thallium flux FluxOr; active compounds read low | activity change, % (tested at about 1.8 µM) | 340,000 tested, 0.95% active | AID 720553;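 active = maximum activity change below -70%; inconclusive = maximum activity change from -70% to -50%; inactive = maximum activity change above -50%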;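 also: thallium influx rate constant from kinetic fluorescence after stimulation buffer; % is scaled to controls: 0 for no effect and ±100 for the full control effect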
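Normalized rate constant (relative to positive and negative DMSO controls) derived from a 2 min kinetic fluorescence read after stimulation; U2OS cells expressing the 3.1 isoform via virus at 1.77 x 10^8 /mL.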
B2AR arrestin – agonists driving beta-arrestin recruitment to human beta2-adrenergic receptor; Potency, µM (series often up to 46.1 µM), for inactives: top-dose activation, most hits filed as activators; P07550; beta-arrestin recruitment to beta2AR, cell-based reporter; 330,000 tested, 0.02% active;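 also: potency is read from the fitted curve at half-maximal effect; 0% = DMSO controls and full agonism = EC100 isoproterenol or metaproterenol; nearly all actives have a fitted effect of over 65% in size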
Starred values were filed as active, the others as inactive; ? = inconclusive; / = not tested or not shown; [ ] = dose if it differs, or a comment. Unless noted, calls follow the shape of the dose curve; as a rule, active = well fitted curve in the direction sought with a large enough effect; inconclusive = small, poorly fitted or top-dose-only effect, or another doubt; inactive = no such curve, though single readings can be large; an effect the other way counts as inactive or inconclusive.

Results follow in this order: GALK inh	KCNH2 3.1 inh	CXXC DNA block	Menin-MLL TR inh	TRPV1 agonist	B2AR arrestin	PKM2 act	Giardia killer	KCNH2 WT inh	FBPA coupling cs	USP2a inh
CC(C)c1ccc2oc(=O)cc(CN3CCOCC3)c2c1
→ 2%	-2	9%	2%	?	-0.3%	-1%[0.46 µM]	-9	-12	-1	0%
Cc1cc(C(=O)CN2C(=O)NC3(CCCc4ccccc43)C2=O)c(C)n1Cc1cccs1 (stereo not given)
→ 2%	-11	10%	-2%	-1	0.1%	-13%	12	-18	0	4%
CCCCn1c(N)c(N(C)C(=O)c2ccccc2Oc2ccccc2)c(=O)[nH]c1=O
→ /	4	/	/	-2	0.2%	/	-17	4	/	-11%
O=C(NC1CC2CCCC(C1)N2C(=O)Nc1ccccc1Cl)C1CC1 (stereo not given)
→ 19%	-17	-6%	-1%	0	0.1%	-6%	7	30	3	1%
Cc1nc2ccccc2nc1N/N=C/c1ccc(O)cc1O
→ 3%	-12	7%	/	1	0.0%	2%	4	-5	-4	0%
CCC(=O)N1CCc2cc(S(=O)(=O)N(C)c3ccc(OC)cc3OC)ccc21
→ 6%	4	?	1%	5	-0.8%	/	-12	-2	6	1%
COCCC(=O)N1CCC(Oc2ccc(C(=O)N3CCCCCCC3)cc2)CC1
→ 0%	-9	3%	/	1	-0.3%	-7%	-8	2	/	4%
O=C(Cc1ccc(Br)cc1)N1CCCCCC1
→ 3%	-21	8%	-17%	12	-0.4%	-4%	4	-6	-3	3%
O=C1CCC/C=C\C[C@@H](CC(=O)N(CCO)Cc2ccccc2)C(=O)N[C@H](Cc2c[nH]c3ccccc23)CO1
→ /	-15	/	/	/	0.0%	/	0	-2	/	-4%
c1ccc(-c2nnc(CN3CCC4(CC3)OCCO4)o2)cc1
→ -2%	/	8%	10%	-3	-0.3%	1%	-2	-6	4	-1%
COc1ccc(Br)c(C(=O)OCC(=O)N2CCC(Cc3ccccc3)CC2)c1
→ /	4	/	/	5	-2.9%	/	0	4	/	-7%
Cc1cc(C)nc(N2CCC(C(=O)Nc3ccc4c(c3)OCO4)CC2)n1
→ 0%	13	-8%	16%	13	-0.6%	0%	-15	5	0	-1%
CCC(=O)Nc1sc2c(c1C(=O)N(C)C)CCCCC2
→ 0%	7	-4%	9%	2	-1.0%	2%	10	2	1	1%
NC(=O)NC(=O)C(c1ccccc1)N1CCN(S(=O)(=O)Cc2ccccc2)CC1 (stereo not given)
→ /	11	/	/	0	0.1%	/	3	6	/	0%
CCc1c(C)sc(NC(=O)CCc2ccc(OC)cc2)c1C(N)=O
→ 0%	1	-1%	/	-6	-0.1%	-2%	6	-11	-1	2%
O=C(NCCc1c[nH]c2ccccc12)Nc1ccccc1
→ -1%	-4	-1%	30%[activator]	19	-0.1%	-6%	-2	-5	-2	0%
O=c1[nH]nc(CSCc2ccccc2Cl)[nH]1
→ 2%	0	-7%	-16%	-3	/	0%	-4	-4	0	/
Cc1ccc(NC(=O)c2cccc(S(=O)(=O)N3CCc4ccccc4C3)c2)nc1
→ /	-10	/	/	1	-0.9%	/	3	10	/	-1%
Cc1cccc(Nc2nc(N)nc(CSc3nccn3C)n2)c1
→ -2%	17	-3%	4%	-1	-0.1%	0%	1	5	1	0%
COc1ccc(Cl)cc1NC(=O)[C@@]1(CC(=O)O)CC(/C=C/c2ccccc2)=NO1
→ -6%	3	-10%	33%[activator]	0	0.3%	/	5	7	12	3%
Cn1ccc2ccc(C3=CC(=O)C[C@H](c4ccc(F)cc4)C3)cc21
→ /	-11	/	/	26	-0.9%	/	7	-21	/	-9%
Oc1ccccc1-c1n[nH]c(=S)n1Cc1ccco1
→ 0%	6	9%	8%	-2	-0.5%	2%	-7	0	1	1%
CCOC(=O)C1CCN(C(=O)CCc2nc3sc4c(c3c(=O)[nH]2)CCCC4)CC1
→ /	10	/	/	24	-0.3%	/	7	5	/	-1%
COc1ccc([C@H]2CC(=O)C=C(c3ccc4[nH]ccc4c3)C2)cc1OC
→ /	-14	/	/	16	-0.3%	/	-5	3	/	-4%
c1ccc2c(c1)nc1n2CCN1CCN1CCCC1
→ /	-11	9%	5%	0	-0.7%	/	-17	14	5	-10%
COc1ccc(CONc2ncnc3nonc23)cc1[N+](=O)[O-]
→ 0%	13	7%	8%	-2	-0.1%	-2%	?	/	1	-9%
COC(=O)CCC(=O)OC1(C)C(=O)C2=CN(C3CC3)C(c3ccc(OC)cc3)=CC2=C(Br)C1=O (stereo not given)
→ /	4	/	?	/	/	-5%[11.5 µM]	-24	-22	-22	/
Cc1ccc(S(=O)(=O)NCc2cccnc2)c(C)c1
→ 4%	-71*	0%	-13%	6	-0.4%	0%	28	-13	0	3%
Cc1ccc(-c2nc(CN3CCCCC3)cc(CN3CCCCC3)c2O)cc1
→ 10%	-36	14%	-24%	5	3.1%	5%	-7	2	-2	-1%
Cc1nc(C(F)(F)F)ccc1C(=O)N1CCCCC1
→ 0%	-2	3%	/	-8	-0.2%	-5%	7	-11	0	0%

Part of the list above in another layout:
Compound	GALK inh	KCNH2 3.1 inh	CXXC DNA block	Menin-MLL TR inh	TRPV1 agonist	B2AR arrestin	PKM2 act	Giardia killer	KCNH2 WT inh	FBPA coupling cs	USP2a inh
CCC(=O)Nc1sc2c(c1C(=O)N(C)C)CCCCC2	0%	7	-4%	9%	2	-1.0%	2%	10	2	1	1%
NC(=O)NC(=O)C(c1ccccc1)N1CCN(S(=O)(=O)Cc2ccccc2)CC1 (stereo not given)	/	11	/	/	0	0.1%	/	3	6	/	0%
CCc1c(C)sc(NC(=O)CCc2ccc(OC)cc2)c1C(N)=O	0%	1	-1%	/	-6	-0.1%	-2%	6	-11	-1	2%

(further entries)
Results follow in this order: GALK inh	KCNH2 3.1 inh	CXXC DNA block	Menin-MLL TR inh	TRPV1 agonist	B2AR arrestin	PKM2 act	Giardia killer	KCNH2 WT inh	FBPA coupling cs	USP2a inh
COc1ccc2c(c1)C(=O)CC(O)(C(F)F)O2 (stereo not given)
→ 1%	/	-3%	/	-2	1.5%	-1%	-7	/	2	2%
CCn1c(CSc2ncccn2)nnc1SCC(=O)N1CCCCC1
→ 2%	21	5%	7%	1	-0.1%	-1%	-1	-2	3	-1%
COc1ccc(NC(=O)CCNS(=O)(=O)c2cccc3nonc23)cc1Cl
→ 0%	-21	3%	22%	7	-0.2%	/	13	3	1	-4%
O=C(N/N=C/c1ccc(Cl)c(Cl)c1)c1ccc2nc[nH]c2c1
→ -1%	-4	5%	/	4	0.4%	/	3	14	/	2%
O=C(CSc1ccc(-c2ccc(Br)cc2)nn1)NCC1CCCO1 (stereo not given)
→ -2%	/	-5%	/	4	0.0%	-2%	7	2	/	1%
COc1ccc(NC(=O)c2cnc(C)cn2)c2ncccc12
→ 1%	/	0%	-3%	-1	-1.0%	-2%	/	/	1	4%
Cc1ccc(C(=O)c2c3ccc(C(F)(F)F)cc3[n+]([O-])n2CCC(N)=O)cc1
→ /	24	-2%	-3%	8	0.5%	5%	4	1	-4	-2%
CC(C)(C)c1cc(C(=O)N2CCc3ccccc3C2)ccn1
→ -1%	-4	7%	2%	3	0.1%	/	-5	-6	2	-2%
COc1ccc(CC(NC(C)=O)C(=O)NC2CCN(S(=O)(=O)c3cccc4ccccc34)CC2)cc1OC (stereo not given)
→ -1%	-42	-2%	-2%	-3	0.4%	1%	15	-10	1	1%
Cc1nn(C)cc1C(=O)Nc1ccccc1Br
→ 3%	0	-2%	10%	-3	-1.9%	1%	1	6	3	5%
CCC(CC)C(=O)c1c[nH]c(C(=O)NCc2ccccc2)c1
→ -6%	-14	-5%	-14%	4	0.4%	/	0	-6	0	6%

Complete entries, looked up by structure. Values in the order: GALK inh	KCNH2 3.1 inh	CXXC DNA block	Menin-MLL TR inh	TRPV1 agonist	B2AR arrestin	PKM2 act	Giardia killer	KCNH2 WT inh	FBPA coupling cs	USP2a inh
Cc1ccc(S(=O)(=O)NCc2cccnc2)c(C)c1 is entered as 4%	-71*	0%	-13%	6	-0.4%	0%	28	-13	0	3%
Cc1cc(C)nc(N2CCC(C(=O)Nc3ccc4c(c3)OCO4)CC2)n1 is entered as 0%	13	-8%	16%	13	-0.6%	0%	-15	5	0	-1%
CC(C)(C)c1cc(C(=O)N2CCc3ccccc3C2)ccn1 is entered as -1%	-4	7%	2%	3	0.1%	/	-5	-6	2	-2%

Assay outcomes as filed in PubChem.

This is a subset, so the mix of outcomes need not match the whole.
